Assay outcomes from PubChem BioAssay.
Kir21 inh – blocks the mouse Kir2.1 inward-rectifier potassium channel; P35561; HEK293-Kir2.1, FluxOR thallium flux fluorescence; hits give low values; B-score at 10 µM; actives 0.85% (n = 310,000);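 active = fluorescence ratio B-score at or below minus 3 SD of library scores, with starting-brightness B-score within 2 SD, cut at about -4.2 in these data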;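 also: channel flux triggered by added potassium and thallium sulfate stimulus; B-score of peak minus minimum fluorescence over baseline after thallium stimulus; more negative B-score means stronger Kir2.1 block with less thallium influx; some compounds called inactive have numbers as strong as hits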
KCNQ2 inh – KCNQ2 potassium channel inhibitors, primary screen, cell-based, CHO-K1, FluxOR thallium flux, B-score (AID 2156); actives 1.1% (n = 310,000); 20 min; hits give low values; B-score at 10 µM;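 active = fluorescence ratio B-score at most minus 3 library SDs, with starting brightness B-score within 2 library SDs, cut at about -5.5 in these data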
Target sequence (O88943 whole entry, looked up): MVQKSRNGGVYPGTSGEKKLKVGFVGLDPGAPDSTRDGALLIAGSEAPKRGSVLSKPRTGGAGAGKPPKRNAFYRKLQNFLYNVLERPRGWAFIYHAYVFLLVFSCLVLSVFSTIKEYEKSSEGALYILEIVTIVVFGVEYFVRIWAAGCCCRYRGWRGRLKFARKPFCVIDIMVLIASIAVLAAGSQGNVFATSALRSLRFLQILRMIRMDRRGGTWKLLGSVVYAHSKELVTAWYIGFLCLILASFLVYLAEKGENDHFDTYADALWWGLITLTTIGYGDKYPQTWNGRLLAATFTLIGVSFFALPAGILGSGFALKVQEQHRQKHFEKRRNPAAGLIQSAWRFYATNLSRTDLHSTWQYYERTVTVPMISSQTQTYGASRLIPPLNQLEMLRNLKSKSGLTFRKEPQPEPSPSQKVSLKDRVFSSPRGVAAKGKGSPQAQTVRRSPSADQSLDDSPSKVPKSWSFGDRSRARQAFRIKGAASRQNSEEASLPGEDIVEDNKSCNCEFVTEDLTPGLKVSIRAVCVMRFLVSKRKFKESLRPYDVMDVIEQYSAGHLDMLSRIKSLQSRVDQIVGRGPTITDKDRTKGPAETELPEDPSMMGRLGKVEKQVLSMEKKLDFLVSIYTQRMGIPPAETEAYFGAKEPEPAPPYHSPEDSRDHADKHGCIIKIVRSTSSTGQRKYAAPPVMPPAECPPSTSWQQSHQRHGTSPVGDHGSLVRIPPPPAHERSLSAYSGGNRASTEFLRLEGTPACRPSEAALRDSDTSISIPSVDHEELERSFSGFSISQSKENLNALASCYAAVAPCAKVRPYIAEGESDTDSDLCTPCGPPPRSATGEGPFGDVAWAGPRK
* = called active by the depositor; i = inactive. Not a hit list; any-hit rate near 1.8%.

item | SMILES | Kir21 inh | KCNQ2 inh
1 | CC(C)NC(=O)NC(=O)COC(=O)c1ccccc1F | 1.8 | i
2 | CC1CCCCN1Cc1c(O)ccc2c(=O)c(-c3ccccc3)coc12 (stereo unspecified) | -0.11 | i
3 | Cc1ccc(SCC(=O)Nc2ccc(S(N)(=O)=O)cc2)cc1 | -0.78 | i
4 | COc1ccccc1NC(=O)c1c([N+](=O)[O-])c(C(C)(C)C)nn1C | 0.92 | i
5 | CC(=O)Nc1sc2c(c1C(N)=O)CCC2 | 0.99 | i
6 | Cc1cccc(C(=O)NCC(=O)NNC(=O)c2ccccc2O)c1 | 0.6 | i
7 | CCCCn1nnnc1SCC(=O)c1ccccc1F | -1 | i
8 | CCCOc1ccc(N2C(=O)CC(SCc3nc4ccccc4[nH]3)C2=O)cc1 (stereo unspecified) | 1.4 | i
9 | O=[N+]([O-])c1cc(S(=O)(=O)C(F)(F)F)ccc1N1CCN(c2ccccc2)CC1 | 0.04 | i
10 | CC(/C=N/NC(=O)c1cccs1)=C\c1ccccc1 | -0.62 | i
11 | COc1ccc(C(CNC(=O)c2cc3ccccc3cc2OC)N2CCCC2)cc1 (stereo unspecified) | -3.4 | i
12 | CCOc1ccccc1NC(=O)c1ccc2c(c1)C(=O)N(C(C)(C)C)C2=O | 1.2 | i
13 | CCOC(=O)C(CCCCOc1cccc(CC)c1)C(=O)OCC | -2.3 | -5.6*
14 | CCOC(=O)C1CCCN(C(=O)COC(=O)c2ccc(C#N)cc2)C1 (stereo unspecified) | 0.39 | i
15 | O=C(Cn1nnc2ccccc2c1=O)N[C@@H](Cc1c[nH]c2ccccc12)C(=O)O | 0.49 | i
16 | O=C(CSc1nnc(CCCN2C(=O)c3cccc4cccc(c34)C2=O)n1-c1ccccc1)NCCCO | 1.3 | i
17 | CCN1CCN(CCn2c(=S)[nH]c3ccccc3c2=O)CC1 | 1.1 | i
18 | COc1ccccc1C(=O)Oc1cc(C)[nH]c(=O)c1[N+](=O)[O-] | -1.1 | i
19 | CC1=C(C(=O)Nc2ccccc2)C2(CCCCC2)C(C(N)=O)C(=S)N1 (stereo unspecified) | 0.09 | i
20 | O=C1CC(c2ccccc2)CC(O)=C1C=Nc1ccccc1 (stereo unspecified) | 0 | i
21 | Cc1c(C)n(CCN(C)C)c2ncnc(NCc3ccccc3)c12 | -0.33 | i
22 | CC(=O)NC(=S)Nc1ccc2oc(-c3cc(F)c(F)cc3Cl)nc2c1 | -0.01 | i
23 | COc1ccc(NC(=O)CN(C)S(=O)(=O)c2cccs2)cc1 | 0.63 | i
24 | CN(Cc1ccccc1)C(=O)CN1C(=O)c2ccccc2C1=O | 1.7 | i
25 | Cc1ccc(S(=O)(=O)NNC2=NS(=O)(=O)c3ccccc32)c(C)c1 | 0.06 | i
26 | CC(NCC1(N2CCOCC2)CCCCC1)C(=O)N1CCc2ccccc21 (stereo unspecified) | 0.88 | i
27 | CC(C)n1c(SCc2cc(=O)[nH]c3ccccc23)nc2c1c(=O)n(C)c(=O)n2C | -0.44 | i
28 | CCOc1ncccc1C(=O)OCC(=O)N(CC)c1ccccc1 | -1.1 | i
29 | COc1cccc(/C=C2\Sc3ccc(C(=O)NCc4cccnc4)cc3N(C)C2=O)c1 | 0.51 | i
30 | O=C(COC(=O)c1cccc(-n2cnnn2)c1)c1ccccc1 | 0.01 | i
31 | OCCNc1cc(Cl)ncn1 | 0.01 | i
32 | Cc1ccc(S(=O)(=O)n2ccc3c(OCCOCCSCC(NC(=O)OC(C)(C)C)C(=O)O)cccc32)cc1 (stereo unspecified) | 0.59 | i
33 | O=C(CCC1CCCN(Cc2cccc(Cl)c2)C1)NCc1ccccc1F (stereo unspecified) | -2.6 | i
34 | Cc1cccc(NCc2ccc(Br)cc2)n1 | -1 | i
35 | CCOc1ccc(/C=C/C(=O)Nc2ccc(C(N)=O)cc2)cc1OC | 0.74 | i
36 | O=C(CCN1CCCC1)Nc1cccc(Br)c1 | 0 | i
37 | CCOc1ccc(CCNC(=O)C2CC(C)=CCC2C(=O)O)cc1OCC (stereo unspecified) | 0.69 | i
38 | CCOc1cc(C(=O)N=c2sccn2C)ccc1OC(F)F | -0.47 | i
39 | O=C(/C=C/Nc1ccc(Br)cc1F)c1ccco1 | 2.4 | i
40 | O=C(CNS(=O)(=O)c1ccc(Br)cc1)N1CCOCC1 | 0.01 | i
41 | CC(C)(C)C(=O)C(CO)(Oc1ccc(Cl)cc1)n1cncn1 (stereo unspecified) | 0.29 | i
42 | Nn1c(SCC(=O)NC(=O)NCc2ccccc2)nnc1C1CC1 | -0.74 | i
43 | c1ccc(Cn2nnc3c(N4CCc5ccccc54)ncnc32)cc1 | 0.01 | i
44 | Cc1nc2c(C(=O)NCc3ccc4c(c3)OCO4)cnn2c(C)c1Cc1ccc(F)cc1Cl | 1.3 | i
45 | CCOC(=O)COc1ccc(/C=C2\NC(=S)N(CC)C2=O)cc1 | -0.54 | i
46 | COc1ccc2[nH]c(=O)c(CNc3cc(C)ccc3C)cc2c1 | -0.51 | i
47 | CC1(C)Cc2c(sc(NC(=O)c3ccco3)c2C#N)C(C)(C)N1 | 0.4 | i
48 | N=c1oc2ccccc2cc1-c1nc(-c2ccccc2)cs1 | 2.6 | i
49 | CC(=O)Nc1ccc(NC(=O)c2ccnn2C)cc1 | 1.9 | i
50 | Cc1cc(-n2c(C)cc(C(=O)CSc3nc4ccccc4c(=O)n3Cc3ccco3)c2C)no1 | 2.2 | i
51 | CCOC(=O)c1sc2nc(NC(=O)COc3ccccc3)sc2c1C | 0.26 | i
52 | O=C(CN1CCN(S(=O)(=O)c2ccc(F)cc2)CC1)Nc1ccc(Cl)c(C(F)(F)F)c1 | 0 | i
53 | COc1ccc(NC(=O)CN(C)C(=O)c2ccc(-c3ccccc3Cl)o2)cc1 | -0.03 | i
54 | COc1ccc(C(O)Cn2ccsc2=NC(C)=O)cc1 (stereo unspecified) | -0.87 | i
55 | COc1cccc2c(Nc3ccccc3C)cc(C)nc12 | -0.44 | i
56 | CCNC(=O)N1CCOCC1 | 1.7 | i
57 | COc1ccc(N2C(=O)CSC2c2ccccc2)cc1 (stereo unspecified) | -0.38 | i
58 | COc1cc2ncnc(NCCCN3CCOCC3)c2cc1OC | -1.8 | i
59 | O=C(CN1C(=O)COc2ccc(S(=O)(=O)N3CCOCC3)cc21)NCc1ccccn1 | -0.43 | i
60 | Cc1oc(C(=O)O)cc1CSCc1ccoc1C(=O)O | -0.44 | i

Next compounds.
item | SMILES | Kir21 inh | KCNQ2 inh
61 | CS(=O)(=O)NCCOc1ccc(S(=O)(=O)N2CCCc3ccccc32)cc1 | -0.5 | i
62 | O=Cc1c(N2CCCCCC2)nc2ccccn2c1=O | 0.24 | i
63 | CCn1c(=O)c([N+](=O)[O-])c(N2CCN(Cc3ccc4c(c3)OCO4)CC2)c2ccccc21 | -0.19 | i
64 | O=S(=O)(NC1CCCCC1Sc1ncccn1)c1ccc(Cl)cc1 (stereo unspecified) | 0.54 | i
65 | O=C(CSc1nc2ccccc2n1Cc1ccccc1)N/N=C/c1ccccc1C(=O)O | -0.19 | i
66 | CC1CCCN(C(=O)CCNC(=O)Cn2cnc3ccccc3c2=O)C1 (stereo unspecified) | -0.55 | i
67 | CCOc1ccc(C2CC(c3ccc(CC)cc3)n3nc(N)nc3N2)cc1 (stereo unspecified) | 0.02 | i
68 | O=C(c1ccccc1)N1CCN(S(=O)(=O)c2cccs2)CC1 | 1 | i
69 | O=C(COC(=O)CC1CC2CCC1C2)Nc1cc([N+](=O)[O-])ccc1F (stereo unspecified) | -0.77 | i
70 | COc1cc([N+](=O)[O-])cc(/C=N/NC(=O)Cn2nccc2C)c1O | 1.1 | i
71 | CCN(CC)S(=O)(=O)c1ccc(C(=O)NCc2cccs2)cc1 | -0.6 | i
72 | CCn1nnc(NC(=O)C(C)Oc2ccc(Cl)cc2Cl)n1 (stereo unspecified) | -1.3 | i
73 | CSc1nc(Sc2ccccc2Cl)c2ccccc2n1 | 0.56 | i
74 | CC(C)c1c(C(=O)N/N=C/c2cccnc2)nnn1-c1nonc1N | -1.9 | i
75 | CCC(C)(C(=O)NC1CCCC1)N(C(C)=O)c1ccc(C)cc1 (stereo unspecified) | -1.3 | i
76 | CCCN=CC1=C(O)CC(c2ccccc2)CC1=O (stereo unspecified) | -2.2 | i
77 | COC(=O)c1cc(CC(=O)c2ccc(O)cc2O)c(C)o1 | 0.01 | i
78 | COc1ccccc1NC(=O)COC(=O)c1cnccn1 | 0.86 | i
79 | COC(=O)c1cc2occc2n1Cc1nc(-c2ccc(Cl)cc2)oc1C | 0.15 | i
80 | CCOC(=O)c1ccc(N(C(=O)CNC(=O)c2ccco2)C(C(=O)NCC2CCCO2)c2ccc(OC)c(OC)c2)cc1 (stereo unspecified) | 0.01 | i

4 records picked at random from those above:
item | SMILES | Kir21 inh | KCNQ2 inh
78 | COc1ccccc1NC(=O)COC(=O)c1cnccn1 | 0.86 | i
73 | CSc1nc(Sc2ccccc2Cl)c2ccccc2n1 | 0.56 | i
69 | O=C(COC(=O)CC1CC2CCC1C2)Nc1cc([N+](=O)[O-])ccc1F (stereo unspecified) | -0.77 | i
72 | CCn1nnc(NC(=O)C(C)Oc2ccc(Cl)cc2Cl)n1 (stereo unspecified) | -1.3 | i

(continued)
item | SMILES | Kir21 inh | KCNQ2 inh
81 | Cc1ccc2oc(Nc3nc(-c4ccccc4)cc(=O)[nH]3)nc2c1 | -0.75 | i
82 | COc1ccccc1-n1c(CNC(=O)c2ccc(S(=O)(=O)N3CCOCC3)cc2)n[nH]c1=S | 2 | i
83 | COC(=O)c1cc(-n2cccc2)ccc1N1CCOCC1 | -1.6 | i
84 | COc1ccc(N2CCN(C(=O)c3cc(N4C(=O)C5C6CCC(C6)C5C4=O)ccc3Cl)CC2)cc1 (stereo unspecified) | 1.5 | i
85 | Cc1cccc(C(=O)Nc2ccc(O)cc2)c1 | 0.09 | i
86 | COc1ccc(CCNC(=O)CSc2nnc(-c3ccccc3)o2)cc1OC | 2.4 | i
87 | Cc1ccc(NC(=O)CCc2c(C)nn(-c3ccc(N4CCOCC4)nn3)c2C)cc1F | -0.49 | i
88 | COc1ccc(Cn2c(O)c(C=Nc3ccc(C)cc3)c3ccccc3c2=O)cc1 | -0.72 | i
89 | Cc1ccccc1OCC(O)CN1CCN(C)CC1 (stereo unspecified) | 0.24 | i
90 | Cc1ccc(S(=O)(=O)N2CCOCC2)cc1C(=O)Nc1ccc(S(=O)(=O)Nc2nccs2)cc1 | -0.69 | i
91 | Cc1ccccc1CN(C)Cc1cc(=O)oc2c(C)c(C)ccc12 | -2.1 | i
92 | CCOC(=O)N(CC)OC(=O)Nc1ccc(Cl)cc1 | -1.1 | i
93 | COc1cc(C(=O)N/N=C/c2sccc2C)cc(OC)c1OC | 1.8 | i
94 | Cc1ccc2nc(COc3ccc(Cl)cc3)cc(=O)n2c1 | 1.3 | i
95 | CCCC1(C(=O)OCC)NC(c2ccc(N(C)C)cc2)C2C(=O)N(c3ccc(F)cc3)C(=O)C21 (stereo unspecified) | 0.48 | i
96 | CC(C)C(c1nnnn1Cc1ccco1)N1CCN(C2CCCC2)CC1 (stereo unspecified) | 0.82 | i
97 | O=C(/C=C/Nc1ccc(S(=O)(=O)Nc2cnc3ccccc3n2)cc1)c1cccnc1 | 1.3 | i
98 | Nc1nc(OCC2CCCCC2)c2[nH]cnc2n1 | -1.5 | i
99 | CCOc1cc(NC(=S)NCC2CCCO2)c(OCC)cc1NC(=O)C1CC1 (stereo unspecified) | 1.2 | i
100 | Cc1cc(CNC(=O)c2ccc(C)c([N+](=O)[O-])c2)c2ccccc2n1 | 1.1 | i
101 | O=C(CSc1nnc(CN2CCOCC2)n1-c1ccc(Cl)cc1)Nc1ccc2c(c1)OCO2 | -0.95 | i
102 | Cc1ccc2nc(SCC(=O)c3c(C)[nH]c4ccccc34)[nH]c2c1 | 1.8 | i
103 | Cc1cccc(N(C(=O)Cn2nnc(-c3ccc(F)cc3)n2)C(C(=O)NC(C)(C)C)c2ccncc2)c1 (stereo unspecified) | 1.4 | i
104 | c1ccc2c(c1)OCC(c1csc3ncnc(N4CCCC4)c13)O2 (stereo unspecified) | -2.7 | i
105 | N/C(Cc1ccc(Cl)cc1Cl)=N\OC(=O)c1ccccc1F | -1.5 | i
106 | O=C(NCCCN1CCCC1)c1cc(Sc2ccc(F)cc2)nc2ccccc12 | -2 | i
107 | COc1cc(OC)c(/C=C2\SC(=O)N(CC(=O)Nc3ccccc3F)C2=O)c(OC)c1 | 2.3 | i
108 | O=C(NCC(=O)N(c1ccccc1)C(C(=O)NC1CCCC1)c1ccncc1)c1cccs1 (stereo unspecified) | 1.2 | i
109 | CCN1CCN(CCCN(Cc2ccco2)C(=S)Nc2cc(Cl)ccc2C)CC1 | 0.79 | i
110 | CCCn1nc(NS(=O)(=O)c2ccccc2[N+](=O)[O-])c2cc3ccccc3nc21 | -0.5 | i
111 | COc1ccc2c(Cl)c(C(=O)NCC3CCCO3)sc2c1Cl (stereo unspecified) | 0.29 | i
112 | COc1ccc(C(=O)/C(C#N)=N/Nc2ccccc2[N+](=O)[O-])cc1 | 1.4 | i
113 | COc1cccc(-c2noc(-c3cccs3)n2)c1 | 1.2 | i
114 | C/C(=N/NC(=O)c1ccoc1C)C12CC3CC(CC(C3)C1)C2 | -0.31 | i
115 | CN(C)CCCNC(=O)c1cc(S(=O)(=O)N2CCOCC2)ccc1F | 0.8 | i
116 | O=C(COC(=O)c1ccccc1NC(=O)c1ccco1)Nc1ccc2c(c1)OCO2 | 2.2 | i
117 | Oc1ccc(-c2cnc3ccccc3n2)cc1 | -0.09 | i
118 | CCn1nc(C(=O)OCC(=O)NC(C)C)c2ccccc2c1=O | 0.54 | i
119 | O=C(NCCC1=CCCCC1)C1CCN(S(=O)(=O)c2ccc(Br)s2)CC1 | 0.23 | i
120 | CCCCNC(=S)NNC(=O)c1ccoc1C | 0.51 | i
121 | OCCCn1c(-c2ccccc2)csc1=Nc1ccccc1 | 0.25 | i
122 | c1ccc(-c2cc(-c3ccccc3)[nH]n2)cc1 | 1.6 | i
